Screening data (PubChem BioAssay)
Vif-APOBEC3G blk: qHTS for Inhibitors of Vif-A3G Interactions: qHTS. DNA dC->dU-editing enzyme APOBEC-3G (Homo sapiens), Q9HC16. HeLa A3G-eYFP + Vif (tagged APOBEC3G with the HIV-1 protein that degrades it), YFP fluorescence, overnight. Potency, µM (top dose mostly 46.1 µM), for inactives: top-dose activity, negative = active, hits mostly inhibitors. 410,000 compounds, 0.076% hits. AID 602310, 2012;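 also: potency is read from the fitted curve at half-maximal effect; % is scaled to controls: 0 for no effect and ±100 for the full control effect; nearly all actives have a fitted effect of over 60% in size; hits raise eYFP signal because A3G escapes Vif-driven loss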
Target sequence (Q9HC16 whole entry, looked up): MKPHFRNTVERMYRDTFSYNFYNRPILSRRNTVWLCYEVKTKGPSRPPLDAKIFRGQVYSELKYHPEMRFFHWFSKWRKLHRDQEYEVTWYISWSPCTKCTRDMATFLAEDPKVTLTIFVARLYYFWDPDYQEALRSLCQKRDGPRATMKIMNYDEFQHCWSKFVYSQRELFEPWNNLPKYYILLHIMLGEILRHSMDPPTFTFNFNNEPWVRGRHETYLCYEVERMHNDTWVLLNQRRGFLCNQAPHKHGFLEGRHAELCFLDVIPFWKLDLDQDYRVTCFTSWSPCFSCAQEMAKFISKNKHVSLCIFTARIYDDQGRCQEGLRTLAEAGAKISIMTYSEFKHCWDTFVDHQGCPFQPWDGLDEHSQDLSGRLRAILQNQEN
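Read-out is eYFP fluorescence (Ex 488/Em 500-530) from Vif-expressing HeLa A3G-eYFP cells; more signal means A3G escaped Vif-mediated degradation. Cells plated overnight, compound pinned in, incubated overnight at 37 deg C.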
GRP78 ERSR act: qHTS for Inducers of the Endoplasmic Reticulum Stress Response (ERSR) in Human Glioma: qHTS; 420,000 compounds, 0.02% hits; AID 602332, 2012; Potency, µM, inactives show at the top dose activation, hits mostly activators; U87-MG GRP78 promoter luciferase reporter, 16 h; also: potency is read from the fitted curve at half-maximal effect; series mostly up to about 76 µM; % of control where 0% means no effect; nearly all actives have a fitted effect of over 35% in size
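ERSR induction read as luciferase luminescence (Bright-Glo, 10 min at room temperature) in stably transfected human U87-MG glioma cells exposed to compounds for 16 h, using GRP78 as sensor.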
D2 antag: HTS Assay for Allosteric Antagonists of the Human D2 Dopamine Receptor: Primary Screen for Antagonists; D(2) dopamine receptor (Homo sapiens), P14416; HEK293 TREx D2 cells, calcium flux, dopamine EC80; inhibition, % at 10 µM; 340,000 compounds, 2% hits; in the data active = inhibition above about 30%; also: 0% is about no effect
Target sequence (P14416 whole entry, looked up): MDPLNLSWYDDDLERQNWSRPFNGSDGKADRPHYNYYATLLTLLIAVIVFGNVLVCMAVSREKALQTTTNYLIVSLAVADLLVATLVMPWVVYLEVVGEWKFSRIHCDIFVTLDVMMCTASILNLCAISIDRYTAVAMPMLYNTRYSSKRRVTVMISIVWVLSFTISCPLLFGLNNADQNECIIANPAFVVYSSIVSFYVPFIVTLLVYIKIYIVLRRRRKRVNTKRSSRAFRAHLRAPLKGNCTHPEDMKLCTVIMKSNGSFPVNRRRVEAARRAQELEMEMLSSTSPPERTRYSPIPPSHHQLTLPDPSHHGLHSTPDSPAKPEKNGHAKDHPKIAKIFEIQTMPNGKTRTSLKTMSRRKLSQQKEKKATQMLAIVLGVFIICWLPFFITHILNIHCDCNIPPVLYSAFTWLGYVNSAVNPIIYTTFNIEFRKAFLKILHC
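Inhibition of EC80 dopamine-driven calcium flux, recorded kinetically, defines activity here; cells are a tetracycline-induced HEK293 T-REx line expressing force-coupled D2.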
Vif-APOBEC3F blk: qHTS for Inhibitors of Vif-A3F Interactions: qHTS; HeLa A3F-eYFP + Vif (tagged APOBEC3F with the HIV-1 protein that degrades it), YFP fluorescence increase; Potency, µM (doses to about 46.1 µM), without a hit: at the top dose activity, negative = active; 390,000 compounds, 0.2% hits; AID 602313, 2012; also: potency is read from the fitted curve at half-maximal effect; % of control where 0% means no effect; nearly all actives have a fitted effect of over 65% in size
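Fluorescence increase (Ex 488/Em 500-530) after overnight compound treatment at 37 deg C flags inhibition of Vif-driven A3F-eYFP loss in stable HeLa A3F-eYFP/Vif cells seeded overnight beforehand.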
LDHA inh: qHTS assay for inhibitors of human lactate dehydrogenase | AID 1347041, 2019 | activity change, % (values are at about 110 or 230 µM) | purified LDHA, NADH/diaphorase-resazurin fluorescence; hits give low values | L-lactate dehydrogenase A chain (Homo sapiens), P00338 | 480,000 compounds, 0.15% hits; in the data active = activity change below about -30%; inconclusive = mostly about -25% to -30%;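 also: plate controls were DMSO wells for no effect and wells without enzyme for full effect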
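Enzyme activity of human lactate dehydrogenase 5 (2 nM; 0.06 mM NADH, 0.2 mM pyruvate, 5 min, RT) is measured via a resazurin/diaphorase fluorescence readout of residual NADH.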
RGS4 inhibitor: Inhibitors of Regulator of G Protein Signaling (RGS) 4: qHTS; Potency, µM (titrated, usually from 114 µM), for inactives: at the top dose activity change, negative = inhibition, most hits filed as inhibitors; Transcreener GDP fluorescence polarization, RGS4-accelerated GTP hydrolysis; Regulator of G-protein signaling 4 (Homo sapiens), P49798; 390,000 compounds, 0.039% hits; AID 504845, 2011; also: potency is read from the fitted curve at half-maximal effect; % is scaled to controls: 0 for no effect and ±100 for the full control effect; nearly all actives have a fitted effect of over 75% in size; some results filed as inactive show a strong effect at the top dose
Target sequence (P49798 whole entry, looked up): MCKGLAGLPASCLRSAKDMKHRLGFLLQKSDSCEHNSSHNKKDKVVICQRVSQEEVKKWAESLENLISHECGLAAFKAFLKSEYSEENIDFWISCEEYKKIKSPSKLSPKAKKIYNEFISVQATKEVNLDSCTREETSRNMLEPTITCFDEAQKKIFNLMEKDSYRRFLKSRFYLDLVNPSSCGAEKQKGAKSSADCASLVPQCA
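MLSMR compounds (23 nl, pin-transferred) preincubated 10 min at room temperature with a 500nM (2x) first reagent, then RGS4 at 900nM (2x) plus Transcreener GDP mix added; fluorescence polarization (620/688 nm) read before and after 90 min at 30 °C.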
D2 agonist: HTS Assay for Allosteric Agonists of the Human D2 Dopamine Receptor: Primary Screen for Agonists; D(2) dopamine receptor (Homo sapiens), P14416; HEK293 T-REx D2 cells, calcium flux agonist mode; activation, % at 2 µM; 340,000 compounds, 0.53% hits; AID 485358, 2010;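 active = activation over 3 SD above normal in the single-dose calcium agonist read, cut at about 30% in these data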; also: 0% is about no effect
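Tetracycline-induced HEK293 Trex cells with D2 receptor force-coupled to calcium signaling, plated overnight at 30 C and loaded with no-wash calcium dye. Calcium flux read kinetically for 180 s after compound addition; responses flag agonists.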
ERG Ets-DNA blk: qHTS for Small Molecule Inhibitors of the ERG Ets/DNA interaction; Potency, µM (top dose mostly 76.9 µM), for inactives: at the highest dose FP activity, negative = inhibition, hits mostly inhibitors; fluorescence polarization, His-ERG Ets domain / labelled DNA; Transcriptional regulator ERG (Homo sapiens), P11308; AID 624246, 2012; 370,000 compounds, 0.028% hits; active = well fitted inhibition curve with a large enough effect in the polarisation, with a control signal flat; inconclusive = small, poorly fitted or top-dose-only effect, or effect the other way, or a change in a side signal; inactive = no such curve, though single readings can be large or run the other way; the % refers to the polarisation;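 also: polarization taken with two DNA probes labelled with fluorescein and Texas red; potency is read from the fitted curve at half-maximal effect; % of control where 0% means no effect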
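His-tagged ERG Ets domain (1 uM in the protein solution; 300mM KCl, 50mM Tris-HCl, 1mM EDTA, 1mM DTT, pH 7.5) received compound, then a probe mix of 5 nM fluorescein-DNA and 100nM Texas-615-DNA. Fluorescence polarization was read for both dyes.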
12-LOX inh: Primary qHTS assay for inhibitors of human arachidonate 12S-lipoxygenase (ALOX12): Round 2; purified 12hLO, xylenol orange hydroperoxide absorbance; Potency, µM (titrated, usually from 108 µM), without a hit: at the top dose activity change, negative = inhibition, usual class: inhibitors; 580,000 compounds, 1.1% hits; AID 1671190, 2021; also: potency is read from the fitted curve at half-maximal effect; % is scaled to controls: 0 for no effect and ±100 for the full control effect
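Hydroperoxide product was detected by ferrous iron/xylenol orange as the 573 to 405 nm absorbance ratio. Arachidonic acid at 40 uM (final) was turned over for 30 min at room temperature by 150 nM human 12hLO, pH 7.0 Hepes buffer, after 15 min compound preincubation.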
Starred values were filed as active, the others as inactive; ? = inconclusive; · = no result given; & = joins results of further samples; [ ] = dose if it differs, or a comment. Unless noted, calls follow the shape of the dose curve; as a rule, active = well fitted curve in the direction sought with a large enough effect; inconclusive = small, poorly fitted or top-dose-only effect, or another doubt; inactive = no such curve, though single readings can be large; an effect the other way counts as inactive or inconclusive. An excerpt; rates above refer to the full screens.

SMILES	Vif-APOBEC3G blk	GRP78 ERSR act	D2 antag	Vif-APOBEC3F blk	LDHA inh	RGS4 inhibitor	D2 agonist	ERG Ets-DNA blk	12-LOX inh
O=C(Cc1ccc(-n2c(=O)c3ccccc3n(Cc3ccccc3Cl)c2=O)cc1)NCC1CCCO1 (stereo not given)	1%	-5%	7	-8%	-9	13%	-0.6	-13%	5%
Cc1cc(C(=O)COc2ccc(C#N)cc2)c(C)n1C1CC1	-1%	-1%	-11	1%	-3	-6%	0.5	4%	5%
COc1ccc(CCN(C)CC(O)COC(c2ccc(F)cc2)c2ccc(F)cc2)cc1OC (stereo not given)	3%	-8%	-7	-2%	0	14%	1.1	5%	?
Cc1ccc(S(=O)(=O)N(C)CCCC(=O)NCc2ccc3c(c2)OCO3)cc1	0%	-2%	-13	4%	-2	6%	1.4	-9%	-3%
Cc1ccc(C(=O)Cn2c(-c3ccccc3)noc2=O)cc1	-4%	-3%	-9	0%	-3	-8%	0.1	2%	-7%
CSc1ccc(C=NNc2ccc(S(=O)(=O)Nc3ccccc3C(=O)O)cc2[N+](=O)[O-])cc1	3%	-4%	·	14%	-11	?	·	0%	?
O=C(Cc1ccccc1)NNC(=O)c1ccccc1C(=O)O	-3%	1%	-11	-2%	-1	16%	-1.0	14%	4%
CCCC(C)NC(=O)Cc1ccc(S(=O)(=O)N2CCOCC2)s1 (stereo not given)	-2%	-3%	-6	-3%	1	-6%	0.6	4%	263%[activator]
CCCC1CC(CCc2ccccc2)OS(=O)(=O)N1 (stereo not given)	0%	2%	8	-2%	-5	2%	-0.1	-7%	-20%
CCCC(=O)NC(=S)Nc1cccc(C(C)=O)c1	-2%	-3%	-7	6%	-3	-22%	-0.4	1%	0%
CCc1c(O)nc(SCC(=O)c2ccccc2)n(-c2ccccc2)c1=O	3%	2%	-3	7%	-7	6%	-0.7	5%	0%
CC(C)(C)NC(=O)c1cc(Cl)ccc1[N+](=O)[O-]	0%	-3%	-3	11%	-5	2%	0.3	·	?
COc1ccc(Cc2nnc(NC(=O)c3ccc(F)cc3)s2)cc1OC	3%	0%	9	8%	0	11%	-1.3	-4%	-34%
O=C(CN1c2ccccc2Sc2ccccc21)N/N=C/c1ccc(Cl)cc1	-4%	-2%	-5	-20%	-4	-1%	0.9	0%	167%[activator]
COc1ccc(-c2nc3ccc(Br)cn3c2CC(C)(C)C)cc1OC	-4%	-2%	·	·	-7	·	·	·	-29%
CCOC(=O)c1sc(NC(=O)C2CC2)cc1C	-7%	3%	-8	6%	-1	11%	-0.6	0%	5%
COc1cccc(CNC(=O)COc2cccc3c2OC(C)(C)C3)c1	-4%	-6%	17	-12%	2	-11%	0.6	4%	-25%
COc1cc(CNc2ncnc3c2ncn3[C@H]2CN(Cc3cccs3)C[C@@H](CO)O2)cc(OC)c1OC	-6%	-5%	·	·	-5	·	·	·	-5%
CC(C)C(NC(=O)OCc1ccccc1)C(=O)NC(Cc1c[nH]c2ccccc12)C(=O)O (stereo not given)	0%	-1%	·	·	3	·	·	·	?
CNC(=O)C1CC(=O)N(c2ccc(C)cc2)C1 (stereo not given)	0%	-3%	12	-1%	-2	15%	1.3	-9%	5%
CCNc1nc(SCC(=O)OC)nc(N(C)C)n1	0%	-2%	-8	4%	-4	1%	1.3	4%	7%
COC(=O)CCC(=O)OC	3%	-1%	·	5%	-6	19%	·	12%	0%
N#Cc1c[nH]n2c(=O)c3c(nc12)CCC3	1%	-8%	25	2%	-8	20%	-0.2	-1%	-3%
O=C(NC1CCN(C(=O)Nc2ccccc2Cl)CC1)c1cccc(F)c1	3%	-6%	8	12%	-3	-4%	-0.3	2%	7%
S=c1[nH]nc(C2CCCCC2)n1/N=C/c1c(Cl)cccc1Cl	3%	-1%	17	4%	-4	-26%	-0.2	-16%	?
O=C(Cc1ccccc1)N1CCN=C1SCc1ccc([N+](=O)[O-])cc1	-9%	-2%	21	-11%	-8	-3%	-0.9	12%	0%
CCN(CC)S(=O)(=O)c1ccc(N2CCCC2)c(NC(=O)C2CCCCC2)c1	2%	0%	9	0%	-3	28%	-1.1	-3%	14%
COc1ccc(/C=C/C(=O)CC(O)(c2ccccc2)C(F)(F)F)cc1 (stereo not given)	-11%	-15%	-2	-3%	-1	-31%	1.2	-7%	-12%
CCCCOC(=O)c1nc[nH]c1C(=O)OCCCC	0%	8%	-2	-5%	2	18%	-0.4	2%	-1%
COc1ccccc1N1CCN(C2CCN(S(=O)(=O)c3ccc4ccccc4c3)CC2)CC1	-1%	-2%	20	0%	-6	-23%	8.5	-3%	-6%
COc1ccc(O)c(C2NC(CC(C)C)(C(=O)O)C3C(=O)N(Cc4ccccc4)C(=O)C23)c1 (stereo not given)	-2%	0%	1	-13%	1	4%	0.4	2%	14%
Cc1ccccc1Oc1ncccc1C(=O)/C(C#N)=C/N(C)C	-8%	-4%	20	-1%	0	5%	-0.4	-4%	11%
CCc1ccc(-c2nc(CS(=O)CC(=O)NCCCN3CCC(C)CC3)c(C)o2)cc1 (stereo not given)	1%	-1%	30*	4%	-9	-15%[56.9 µM]	0.4	-4%	4%
O=C(CSc1nc(-c2ccco2)cc(C(F)(F)F)n1)NCCCn1ccnc1	2%	-3%	-12	-14%	-8	17%	1.7	-17%	-6%
N/C(CN1CCCC1=O)=N\O	1%	-5%	-3	-3%	-1	-21%	0.7	-5%	0%
O=[N+]([O-])c1ccccc1S(=O)(=O)N1CCN(CC2CC3C=CC2C3)CC1 (stereo not given)	2%	-2%	-5	17%	-10	-27%	-0.2	1%	?
CCOCCn1c(=O)c2c(nc3n2CCCN3Cc2ccccc2)n(C)c1=O	-7%	-4%	-22	-1%	-3	-4%[56.9 µM]	-0.7	4%	0%
CCSC1=C(C#N)C(c2cccc(O)c2)CC(=O)N1 (stereo not given)	3%	5%	1	1%	-6	1%	-1.1	7%	-3%
C=CCNc1nc2c(c(=O)n(C)c(=O)n2C)n1CC(=C)C	0%	-1%	28	-6%	-11	12%	-1.5	-2%	-1%[57.4 µM]
O=C(CN1C(=O)NC2(CCCc3ccccc32)C1=O)NCC(F)(F)F (stereo not given)	-5%	-4%	-12	4%	0	2%	-0.6	-1%	1%
CC(C(c1cccs1)c1c(N)n(C)c(=O)n(C)c1=O)[N+](=O)[O-] (stereo not given)	-3%	-3%	-1	1%	-4	3%	0.9	1%	-14%
CCNC(=O)/C=C/c1ccccc1[N+](=O)[O-]	-2%	-5%	12	-6%	0	-29%	-1.0	0%	2%
O=C1CCN(CCc2ccccc2)CCN1[C@H](CSc1ccccc1)c1ccccc1	-2%&0%	9%&1%	-6	-3%	3	9%	25	-10%	1%
Brc1ccc(/C=N/Nc2ccccc2)cc1	-18%	-1%	-1	-6%	-3	-52%	0.2	6%	45µM*
CC(=O)c1ccc(NC(=O)c2sc(-n3nc(C)c(CCC(C)C)c3C)nc2C)cc1	-1%	-2%	·	-9%	1	-3%	·	-4%	-9%
COc1ccc(C)cc1-n1c(-c2ccncc2)n[nH]c1=S	0%	-2%	1	0%	-1	0%	0.3	5%	-9%
CC(=O)Nc1cc(C(=O)c2ccccc2)ccc1N1CCOCC1	-1%	-4%	-9	-9%	-2	9%[11.4 µM]	0.4	-2%	-3%
O=c1oc2ccccc2cc1NCc1ccccc1O	-8%	0%	-7	-14%	3	-28%	-2.3	-1%	2%[57.4 µM]
CC(=O)Nc1cccc(-c2ccnc3c2CC(C)(C(=O)NCc2ccco2)O3)c1 (stereo not given)	?	-4%	·	·	-11	·	·	·	13%
O=Cc1cc2ccccc2nc1SCCCF	-7%	-3%	-2	1%	-7	-8%	0.7	11%	-7%
Cc1cnc(C(=O)OCC(=O)Nc2sc3c(c2C#N)CCC3)cn1	0%	-2%	0	-15%	1	-41%	0.2	13%	?
O=C(COc1ccc([N+](=O)[O-])cc1)Nc1cccc2cccnc12	-2%	-4%	·	-2%	-2	1%	-0.5	0%	-24%
CC(C)CCOP(=O)(c1ccc(N(C)C)cc1)C(O)c1c(Cl)cccc1Cl (stereo not given)	-1%	-4%	-7	-6%	-2	50%	0.5	-2%	56%[activator]

Marked active in 12-LOX inh (from the list above):
SMILES,Vif-APOBEC3G blk,GRP78 ERSR act,D2 antag,LDHA inh,RGS4 inhibitor,ERG Ets-DNA blk,12-LOX inh
Brc1ccc(/C=N/Nc2ccccc2)cc1,-18%,-1%,-1,-3,-52%,6%,45µM*
